APJ agonist: agonists of human apelin receptor APJ, primary screen, CHO-K1 cells, PathHunter beta-arrestin, luminescence. P35414. 0% DMSO wells, 100% apelin. activation, % at 20 µM. 0.11% of 330,000 active. AID 2520, 2010;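 active = activation more than six SD over the plate average, tested at 20 µM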;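 note: 0% = DMSO alone and 100% = apelin-13 at 10 nM; some results filed as inactive read as strong as hits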
Target sequence (P35414 whole entry, looked up): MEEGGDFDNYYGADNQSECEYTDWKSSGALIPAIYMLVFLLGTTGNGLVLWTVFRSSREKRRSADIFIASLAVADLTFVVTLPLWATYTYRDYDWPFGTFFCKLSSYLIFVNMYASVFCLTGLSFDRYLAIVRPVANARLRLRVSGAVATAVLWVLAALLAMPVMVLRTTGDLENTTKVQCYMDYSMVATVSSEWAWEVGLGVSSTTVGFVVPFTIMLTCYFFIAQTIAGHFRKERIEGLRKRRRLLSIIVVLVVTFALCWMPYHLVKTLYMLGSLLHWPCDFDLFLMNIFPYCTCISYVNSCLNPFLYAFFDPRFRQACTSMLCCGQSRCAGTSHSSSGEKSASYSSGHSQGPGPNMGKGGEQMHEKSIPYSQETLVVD
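Test system: CHO-K1 APJ beta-arrestin complementation cell line | Compound: Single test compound dose, 20 µM final, 1% DMSO | Incubation: Compound 90 min 25 °C, reagent 1 h | Measured by: beta-gal luminescence | Read-out basis: APJ–arrestin association signal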
APJ antag: antagonists of human apelin receptor APJ, primary screen, CHO-K1 cells, beta-arrestin complementation, luminescence | P35414 | inhibition, % at 20 µM | 0.32% of 330,000 active | AID 2521, 2010;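 active = inhibition above about 40% at 20 µM, limit read from the data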;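 note: cells challenged with 10 nM apelin-13 agonist together with compound; plate controls were apelin-13 plus DMSO wells for no effect and DMSO wells lacking apelin-13 for full effect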
TIM10 inh: growth inhibitors of isogenic TIM10 control yeast, primary screen, counter-screen for tim10-1 yeast inhibitor project, luminescence, uHTS; S. cerevisiae TIM10 strain growth, BacTiter-Glo luminescence, 24 h; 1.4% of 330,000 active; inhibition, % at 10 µM;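 active = inhibition of 40% or more at the single tested concentration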;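 note: wild-type TIM10 isogenic control strain grown at permissive 25 °C; 0% = DMSO yeast wells and 100% = minimal medium wells without yeast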
GRIN3A LBD mod: binders of NR3A ligand-binding domain, primary screen, biophysical, differential scanning fluorimetry, uHTS; Glutamate receptor ionotropic, NMDA 3A (GRIN3A) ligand-binding domain; NR3A LBD differential scanning fluorimetry, Tm shift; 0% = protein alone, 100% = glycine-bound protein; 2.5% of 340,000 active; Tm shift relative to glycine control, % at 25 µM;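 active = melting temperature shift of at least 10% of the positive control shift, at one fixed dose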
tim23-1 inh: growth inhibitors of tim23-1 mutant yeast, primary screen, luminescence, uHTS | inhibition, % at 20 µM | 1.3% of 330,000 active | AID 463212, 2010 | S. cerevisiae tim23-1 growth, BacTiter-Glo luminescence, 24 h;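 active = growth inhibition of the mutant yeast at or above 50%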;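 note: temperature-sensitive mutant grown at 25 °C; plate controls were DMSO-treated mutant yeast for no effect and medium wells lacking yeast for full effect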
NALP3 yeast inh: NALP3 inflammasome inhibitors in reconstituted yeast, primary screen, luminescence, uHTS; Yeast reconstituted NLRP3/ASC/caspase-1, beta-gal luminescence, 24 h; inhibition, % at 10 µM; 0.39% of 330,000 active; AID 2825, 2010;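 active = inhibition of 50% or more; inactive = inhibition below 50%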;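 note: plate controls were induced DMSO wells for no effect and uninduced yeast grown without galactose for full effect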
MPTP inh: mitochondrial permeability transition pore inhibitors, primary screen, biochemical, isolated mouse mitochondria, absorbance | Ca2+ swelling absorbance, 30 min | inhibition, % at 10 µM | 1.4% of 360,000 active | AID 602449, 2012;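 active = inhibition of 50% or more, scaled per plate between neutral and stimulator controls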;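 note: 0% = DMSO wells given calcium and 100% = 1 mM EGTA wells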
tim10-1 inh: growth inhibitors of tim10-1 mutant yeast, primary screen, luminescence, uHTS. S. cerevisiae tim10-1 ts strain growth, BacTiter-Glo, 24 h. 2.2% of 330,000 active. inhibition, % at 20 µM;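 active = inhibition of at least 40%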;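 note: mutant grown at 25 °C; 0% = DMSO wells with yeast and 100% = wells holding no yeast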
beta cell repl: inducers of MIN6 beta-cell proliferation, primary screen, ATP luminescence, uHTS | MIN6 cells proliferation, ATPlite luminescence, 48 h; cells starved in 0.2% serum; 100% = growth in 10% serum | proliferation, % at 10 µM | 0.29% of 330,000 active;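 active = compounds whose signal lies at least 3.5 SD above the mean of all wells on their plate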;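 note: 0% = DMSO-treated cells in low-serum medium and 100% = 10% serum control; some compounds called inactive have numbers as strong as hits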
* marks the source's active call; other numbers are inactive results; & = joins results of further samples. Compounds were not picked by outcome; overall some 7.2% were active at least once.

SMILES	APJ agonist	APJ antag	TIM10 inh	GRIN3A LBD mod	tim23-1 inh	NALP3 yeast inh	MPTP inh	tim10-1 inh	beta cell repl
O=C(COc1nc2ccccc2nc1N1CCOCC1)Nc1ccc(S(=O)(=O)N2CCCC2)cc1	4	-10	9	-5	12	-1	0.3	7	0
O=C(O)c1ccc(/C=N/Nc2ncc(Cl)cc2Cl)cc1	1	-1	-1	2	17	19	-0.6	16	-1
O=C(NNc1ccc([N+](=O)[O-])cc1)C1C2CCCCC21 (stereo unspecified)	0	3	15	-11	14	17	2.2	13	3
CC(=O)Nc1cc2c(cc1C(C)=O)OCCO2	-1	14	-2	13*	12	17	-1.3	-1	3
C=CCNC(=S)NNC(=O)c1ccccc1OCC	-1	-1	0	0	4	10	4.8	6	0
CC(NC(=O)c1ccco1)C(=O)Nc1nccs1 (stereo unspecified)	2	11	1	-1	-9	8	-1.9	-12	4
CC1(C)Cc2ccccc2-c2nnc(-c3ccc4ccccc4n3)n21	0	0	7	0	6	12	0.4	-7	-1
CCCCN(C)C(=O)c1nc2ccccn2c1CNC1CCC1	-2	-10	-11	-1	8	19	0.9	-12	2
O=C(Nc1cccc(-c2nnc(-c3ccccc3)o2)c1)c1ccco1	-2	-3	13	-9	-6	10	-1.7	-22	-3
C#CCCOC(=O)N1C2=NC(C(=O)OC)=C(C(=O)OC)[C@@H]3N(C)c4ccccc4[C@]23C[C@H]1CO	2	9	3	-1	15	4	0.1	7	1
COc1ccc(OCCC(=O)OCC(=O)Nc2ccc(Br)cc2)cc1	-2	-3	20	-4	16	-2	-0.3	17	1
CCN(C(=O)COC(=O)CNC(=O)c1ccccc1C)C1=CCCCC1	-4	13	10	0	15	6	-0.7	26	-1
COc1ccc(CNC(=O)[C@@H](NC(=O)C2CCN(C(=O)[C@@H](N)CC(C)C)CC2)C(C)C)cc1	-1	-60	-4	-2	-2	9	0.6	2	-2
Cc1cc(Cl)ccc1NC(=O)CN1C(=O)CSc2ccc(S(=O)(=O)N3CCOCC3)cc21	3	-37	1	1	1	2	-1.8	6	-3
Cc1ccc2cc(C#N)c(NCCNC(=O)C3CC3)nc2c1C	5	-31	13	2	37	-5	10	20	-2
CCN1CCN(c2nc(-c3ccccc3Cl)nc3ccccc23)CC1	-4	-12	2	4	-11	16	0.1	-1	-3
O=C(COC(=O)Cn1cc(C(F)(F)F)ccc1=O)Nc1ccccc1	-3	-6	10	1	13	12	-0.4	7	3
COCCCNC(=O)C1CCN(S(=O)(=O)c2c(C)noc2/C=C\c2ccc(OC)cc2)CC1	-2	-11	9	1	8	8	3.3	-1	0
CCCn1c(=O)c2ccccc2n2c(Sc3nnnn3-c3ccccc3)nnc12	-2	7	4	1	-5	2	0.6	-7	0
C=CCOc1ccc(C(=O)c2ccccc2)c(OCC(=O)NC2(C#N)CCCC2)c1	-1	15	-11	0	18	48	-0.8	-9	0
O=C1c2oc3ccccc3c(=O)c2C(c2cccnc2)N1CCCN1CCOCC1 (stereo unspecified)	-1	6	-10	3	-8	-4	-1.3	-6	-3
CCOc1ccc(NC(=S)NNC(=O)CC(C)O)cc1 (stereo unspecified)	-2	2	8	1	-15	11	0.5	1	-2
CCN(CC)c1cc(Cl)c2nonc2c1N	-3	23	15	1	18	2	3.4	10	-1
COc1ccc(OC)c(/C=N/NC(=O)CSc2nnc(C)n2-c2ccccc2)c1	-2	9	-6	0	-3	9	0.3	-16	1
CCOc1ccc(NC(=O)NC(C)c2ccc3c(c2)OCO3)cc1 (stereo unspecified)	15	10	-2	2	16	-6	-0.5	3	-1

Next part.
SMILES	APJ agonist	APJ antag	TIM10 inh	GRIN3A LBD mod	tim23-1 inh	NALP3 yeast inh	MPTP inh	tim10-1 inh	beta cell repl
COc1cc2[nH]c(=O)n(CCC(=O)N3CCc4ccccc4C3)c(=O)c2cc1OC	0	9	-8	0	8	-6	0.1	7	4
CC1CC(=O)Nc2ccccc2N1C(=O)CN1CCN(C=O)CC1 (stereo unspecified)	-3	-10	-1	-1	-5	16	0.9	11	0
N#Cc1ccc(-c2ccc(F)cc2)nc1SCC(=O)Nc1sc2c(c1C#N)CCC2	-1	9	-6	3	0	8	12	8	-4
Cc1cccc(Oc2ccc(NC(=O)C3=CC=CN4CCS(=O)(=O)N=C34)cc2)c1	-2	12	1	6	4	-15	0.8	5	0
COc1ccc(C(=O)Nc2ccc(Oc3nc(C)nc4sc(-c5ccccc5)cc34)cc2)cc1OC	-2	-10	-6	-10	-5	8	1.1	23	-6
COCc1cc(C)nc(N2CCc3ccccc32)c1C#N	-3	13	23	-1	19	26	0.3	34	1
Cc1ccc(NC(=O)COC(=O)C(NS(=O)(=O)c2ccc(Cl)cc2)C(C)O)cc1 (stereo unspecified)	-1	4	-19	-5	8	17	0.7	7	0
CCC(=O)Nc1cccc(C2=NOC3(C2)C[C@@H](C(N)=O)N(C(=O)c2ccc(OC)cc2)C3)c1 (stereo partly specified)	-3	17	4	2	9	1	4.3	8	-3
O=C(CSc1nnc(-c2ccccc2Cl)o1)Nc1ccccn1	-1	-9	4	0	20	23	-1.6	8	-5
CC(C(=O)NNS(=O)(=O)c1cccc(C(F)(F)F)c1)n1nnc(N2CCOCC2)n1 (stereo unspecified)	0	4	-11	-2	4	-10	2.2	-7	1
Cc1cc2ccccn2c1C(=O)c1nc(N2CCOCC2)ncc1Cl	0	4	12	2	26	19	-1.5	29	1
Cc1ccc(NC(=O)CN2C(=O)COc3ccc(S(=O)(=O)N4CCOCC4)cc32)cc1N(C)C	-4	-9	-5	-1	-7	4	-1.6	-5	0
CCOc1cc(/C=C2/SC(=S)N(Cc3ccccc3)C2=O)ccc1O	-8	46*	13	6	24	20	3.1	26	-4
CC(=O)c1ccc(NC(=O)CSc2nnc3ccc(-c4ccccn4)nn23)cc1	-3	0	-14	0	-28	0	-0.1	0	-2
CC(=O)NC1=NC(=O)CS1	1	-19	-5	1	-3	4	-1.6	14	-1
O=C(O)CCCCCNC(=O)c1ccc(C(=O)NCCCCCC(=O)O)cc1	-1	5	0	0	3	2	1.6	13	-2
c1ccc(-n2ncc3c(NCCN4CCCCC4)ncnc32)cc1	0	5	-16	1	0	7	0.6	10	-1
CCCN(CCC)C(=O)c1oc2ccccc2c1NC(=O)Cc1cccc(OC)c1	0	5	22	-1	29	8	0.5	20	-5
CCOC(=O)c1c[nH]c(=S)n1C	5	3	0	1	-3	14	-1.0	-22	-1
Cc1c(/C=C(\C#N)c2nn(-c3ccccc3)c(N)c2C#N)c2ccccc2n1Cc1ccc(F)cc1	-2	11	11	1	3	6	-0.5	6	-4
COC(=O)c1ccc(NC(=O)N2CCOCC2)cc1	-4	6	4	-12	6	5	2.1	6	-1
Cn1c(=O)c2c(nc(CN3CCC(C(N)=O)CC3)n2Cc2ccccc2F)n(C)c1=O	1	-8	-7	-1	11	5	0.1	15	1
CN(CC1CCCO1)S(=O)(=O)c1ccc(C(=O)Nc2ccccc2F)cc1 (stereo unspecified)	-1	1	-6	0	19	22	1.0	4	-2
CCOC(=O)C1=C(C)NC(C)=C(C(=O)OCC)C1C(=O)OC1CCOC1=O (stereo unspecified)	-2	-1	2	1&0	8	17	-0.3&-0.7	4	-1
O=S(=O)(Cc1ccccc1)Nc1cccc(F)c1	-2	2	9	0	7	18	0.7	7	-1

Later entries.
SMILES	APJ agonist	APJ antag	TIM10 inh	GRIN3A LBD mod	tim23-1 inh	NALP3 yeast inh	MPTP inh	tim10-1 inh	beta cell repl
CC1CCCN(C/C(O)=C(\C#N)c2nc3ccccc3[nH]2)C1 (stereo unspecified)	-2	6	-5	-1	-2	-9	-2.1	-5	-2
Cc1nn(Cc2ccccc2Cl)c(C)c1NC(=O)c1cc(-c2ccc(F)cc2)on1	1	-26	-1	2	7	-10	0.1	15	-1
Cc1ccc(N(CC(=O)NC2CCCCC2C)S(=O)(=O)c2c(C)noc2C)cc1 (stereo unspecified)	1	16	4	2	-3	7	-0.6	10	-1
CCOC(=O)C(C)(C)Sc1nc2c(cnn2-c2ccc(Cl)cc2)c(=O)[nH]1	-2	-9	24	-4	35	6	2.1	38	-2
CC(=O)COc1coc(CN2CCN(c3ccc(F)cc3)CC2)cc1=O	-1	28	-3	-1	25	17	0.0	6	-6
NC(=O)N/N=C/c1c(F)c(F)c(F)c(F)c1F	-2	-8	-10	-2	-3	-3	0.0	-9	-3
COC(=O)CC1C(=O)NCCN1C(=O)Nc1ccccc1 (stereo unspecified)	2	-7	-5	4	2	4	0.4	1	0
COc1ccc(/C=N/NC(=O)c2cc(C3CC3)[nH]n2)cc1OC	3	7	10	2	-5	14	3.3	-9	-1
Clc1cccc(CN2CCN(Cc3ccco3)CC2)c1	-4	-3	8	-2	13	11	-1.2	-24	-1
Cc1ccc(-n2ncc3c2CC(C)(C)CC3NC(=O)c2ccncc2)cc1 (stereo unspecified)	10	13	-2	2	33	20	0.5	28	-2
Cc1ccc(C(=O)CSc2ccccc2C(=O)O)cc1	-2	18	-1	-1	5	5	2.0	0	-3
CCOC(=O)C(CC)Sc1nc2c(cnn2-c2ccc(F)cc2)c(=O)[nH]1 (stereo unspecified)	-6	3	23	2	29	4	1.4	4	0
Cc1nn(C)c(C)c1NC(=O)Nc1ccc(Cl)c(Cl)c1	2	-9	40*	-2	37	8	102*	60*	-7
COC(=O)c1c(NC(C)=O)sc(C)c1C	-3	-11	6	0	7	17	0.5	-1	-2
COc1ccc(NC(=O)c2cccc(NC3=NC4CS(=O)(=O)CC4S3)c2)cc1Cl (stereo unspecified)	-1	3	-2	-16	12	2	-0.8	15	1
COc1ccc2[nH]cc(C(=O)CN3CCC(C)CC3)c2c1	-2	25	1	-2	-3	0	0.1	9	0
CCOc1cc(N2CCOCC2)c(OCC)cc1NC(=O)CN1C(=O)C2CC=CCC2C1=O (stereo unspecified)	-5	-10	-13	2	3	-5	-0.9	11	-1
Cc1cccc(NC(=S)NNC(=O)CCn2cc(C)cn2)c1	-1	-15	-3	1	25	16	-1.2	-7	-1
CC(C)OC(=O)c1ccc(N)cc1	1	-3	-16	1	7	1	-0.6	-19	-2
CCOC(=O)c1c(C)oc2cc(Br)c(O)c(Br)c12	-3	13	-3	-1	46	50	-0.2	31	2
C/C(CC(=O)Nc1ccccn1)=N\NC(=O)c1ccc(C)cc1	-2	-4	1	-5	-5	5	0.5	0	0
Cc1n[nH]c(C)c1CCC(=O)N/N=C/c1cccs1	-1	2	8	-3	-2	0	0.6	12	-1

Taken from the results shown, two compounds:
SMILES	APJ agonist	APJ antag	TIM10 inh	GRIN3A LBD mod	tim23-1 inh	NALP3 yeast inh	MPTP inh	tim10-1 inh	beta cell repl
NC(=O)N/N=C/c1c(F)c(F)c(F)c(F)c1F	-2	-8	-10	-2	-3	-3	0.0	-9	-3
COC(=O)CC1C(=O)NCCN1C(=O)Nc1ccccc1 (stereo unspecified)	2	-7	-5	4	2	4	0.4	1	0

In another format: results already given.
mol,APJ agonist,APJ antag,TIM10 inh,GRIN3A LBD mod,tim23-1 inh,NALP3 yeast inh,MPTP inh,tim10-1 inh,beta cell repl
CCCN(CCC)C(=O)c1oc2ccccc2c1NC(=O)Cc1cccc(OC)c1,0,5,22,-1,29,8,0.5,20,-5
CCOC(=O)c1c[nH]c(=S)n1C,5,3,0,1,-3,14,-1.0,-22,-1
